# TAAR1 agonist – agonists of human TAAR1; Q96RJ0; CHO RD-HGA16 TAAR1, Fluo-8 calcium fluorescence; vehicle wells 0%, saturating PEA agonist 100%; activation, % at 3 µM; 0.99% of 360,000 active;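 active = activation above the mean activation of all test compounds in the run plus 3 SD, cut at about 38% in these data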
#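 Repeats: no replicates (n 1) | Material: CHO-derived RD-HGA16 cells with stable Gα16 and human TAAR1 | Technique: Kinetic Fluo-8 calcium fluorescence | Schedule: 17-24 h seeding, 75 min 37 °C dye, 30 min RT | Evaluation: % activation from peak over basal fluorescence ratio, DMSO-to-PEA scaled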
# V1R ag counter – counter-screen for oxytocin receptor agonists: human V1a receptor agonists; P37288; CHO-V1R cells, Fluo-8 calcium fluorescence, agonist mode; 0% DMSO, 100% 3 nM vasopressin; activation, % at 3 µM; 0.25% of 320,000 active; AID 2797;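 active = activation above the mean activation of all tested compounds plus 3 SD, per screening run, cut at about 20% in these data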;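 note: signal is peak over basal fluorescence ratio across a 100 second FLIPR read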
# Target sequence (P37288 whole entry, looked up): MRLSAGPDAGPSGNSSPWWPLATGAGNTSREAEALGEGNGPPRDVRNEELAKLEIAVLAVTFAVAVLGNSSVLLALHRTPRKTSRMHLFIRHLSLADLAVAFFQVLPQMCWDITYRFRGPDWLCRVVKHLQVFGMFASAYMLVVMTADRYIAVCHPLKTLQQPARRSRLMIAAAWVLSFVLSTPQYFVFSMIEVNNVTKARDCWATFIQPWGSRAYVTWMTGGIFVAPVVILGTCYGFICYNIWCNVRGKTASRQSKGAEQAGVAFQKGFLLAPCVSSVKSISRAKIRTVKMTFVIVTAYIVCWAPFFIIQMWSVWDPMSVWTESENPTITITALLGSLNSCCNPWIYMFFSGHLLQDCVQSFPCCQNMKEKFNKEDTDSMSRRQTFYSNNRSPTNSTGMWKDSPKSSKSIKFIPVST
# CHO parental Ca – counter-screen for OX1R antagonists: effect in parental CHO cells. inhibition, % at 5.6 µM. 0.63% of 330,000 active. parental CHO-K1, ATP-induced calcium, Fluo-8 fluorescence;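 active = inhibition above that plate's mean sample inhibition plus 3 SD, cut at about 26% in these data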;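 note: 0% = ATP-challenged DMSO wells and 100% = DMSO wells without ATP; some compounds past the cut are filed as inactive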
#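 Test system: untransfected parental CHO cell line. Compound: one dose, 5.6 µM nominal. Detection: intracellular calcium via Fluo-8 no-wash fluorescent dye. Measure: % inhibition. Benchmarks: ATP-challenged DMSO wells low, unchallenged DMSO wells high.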
# CHRM1 antagonist – antagonists of human M1 muscarinic receptor. inhibition, % at 3 µM. P11229. CHO-K1 hM1, Fluo-8 calcium fluorescence, ACh EC80 antagonist. 1.3% of 360,000 active;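 active = percent inhibition above its own plate's cutoff, namely the mean of that plate's compound wells plus 3 SD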;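 note: peak over basal fluorescence ratio during 140 s after agonist addition; 0% = ACh EC80 plus DMSO and 100% = DMSO alone without agonist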
# CHRM1 agonist – activates human CHRM1 receptor. P11229. CHO-K1 hM1, Fluo-8 calcium fluorescence, agonist mode; 0% DMSO, 100% acetylcholine EC100. activation, % at 3 µM. 0.33% of 360,000 active;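 active = activation above the run's mean compound activation plus 3 SD, cut at about 16% in these data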;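 note: peak over basal fluorescence ratio within a 140 s kinetic read after compound addition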
# OXTR potentiate – potentiators of human oxytocin receptor | P30559 | 0.061% of 320,000 active | activation, % at 3 µM | AID 2445 | CHO-OTR cells, Fluo-8 calcium fluorescence, potentiator mode; 0% = oxytocin EC15, 100% = EC100;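 active = activation above that plate's cutoff, the mean activation of tested compounds plus 3 SD, cut at about 6.6% in these data, passing the limit was not always enough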;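 note: 100% uses oxytocin at 75 nM as the full agonist control; some results filed as inactive read as strong as hits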
# Target sequence (P30559 whole entry, looked up): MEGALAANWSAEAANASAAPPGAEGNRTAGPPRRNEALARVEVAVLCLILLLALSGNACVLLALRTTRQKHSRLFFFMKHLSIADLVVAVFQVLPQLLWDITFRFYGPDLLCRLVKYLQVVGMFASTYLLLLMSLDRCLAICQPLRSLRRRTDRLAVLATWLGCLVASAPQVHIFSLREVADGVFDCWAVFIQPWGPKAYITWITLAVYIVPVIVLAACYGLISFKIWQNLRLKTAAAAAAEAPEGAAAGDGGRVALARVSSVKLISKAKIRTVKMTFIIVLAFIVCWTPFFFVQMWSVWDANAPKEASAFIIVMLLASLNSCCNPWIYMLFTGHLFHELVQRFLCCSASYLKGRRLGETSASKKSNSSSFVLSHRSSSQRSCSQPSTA
#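 Dosing: Single dose, 3.0 µM nominal final compound concentration | Material: Human OTR in CHO cells | Technique: Kinetic Fluo-8 calcium fluorescence | Benchmarks: EC15 oxytocin alone as 0%, 75 nM oxytocin as 100% | Probe or stimulus: Oxytocin at about EC15, sub-maximal agonist stimulus | Incubation: Compound 6 min at room temperature before oxytocin, 100 s read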
# OXTR ag – activates the human oxytocin receptor. P30559. CHO-OTR cells, Fluo-8 calcium fluorescence; normalized: DMSO 0%, oxytocin 100%. activation, % at 3 µM. 0.32% of 320,000 active;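 active = activation above the mean of all tested compounds plus 3 SD, cutoff set per screening run, cut at about 20% in these data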;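 note: peak over basal fluorescence ratio from a 100 s FLIPR kinetic read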
# TAAR1 antag – antagonists of human TAAR1; inhibition, % at 3 µM; Q96RJ0; CHO RD-HGA16 TAAR1, Fluo-8 calcium fluorescence, antagonist; 1.5% of 360,000 active; AID 624466;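 active = inhibition above a per-plate cutoff, the mean inhibition of test compounds on that plate plus 3 SD, cut at about 49% in these data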;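 note: 0% = DMSO plus EC80 beta-PEA response and 100% = DMSO alone without agonist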
#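 Assay system: RD-HGA16 CHO cells with stable hTAAR1 and Gα16 / Reagent: EC80 β-phenethylamine stimulus / Doses: 3 µM, single point / Timing: dye loading 75 min at 37 °C, then 30 min room temperature / Measured by: Fluo-8 intracellular calcium dye fluorescence, real-time kinetic reads / Controls: vehicle wells and EC80 agonist wells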
# M1 PAM – human CHRM1 positive allosteric modulation. P11229. CHO-K1 hM1, Fluo-8 calcium fluorescence, ACh EC20; 0% = ACh EC20, 100% = maximal ACh. activation, % at 3 µM. 0.088% of 360,000 active. AID 588819; in the data active = activation above about 19%, passing the limit was not always enough
# An asterisk follows results filed as active; nt = not tested or not shown.
# Start of the listing, in advance:
# Fields – TAAR1 agonist	V1R ag counter	CHO parental Ca	CHRM1 antagonist	CHRM1 agonist	OXTR potentiate	OXTR ag	TAAR1 antag	M1 PAM
> Cc1cc(O)c(/C=N/Nc2cccc(Cl)c2)c(=O)o1
→ 14	0.4	-2	-4	-3	-6	0.2	-1	6
> COc1cccc(OCCOCCN(C)CCO)c1
→ 5	0.5	-13	-6	-3	2	0.9	8	6
> COc1ccc(O)c(C(=O)c2cnc3c(c2)c(=O)[nH]c(=O)n3C)c1
→ 3	-0.3	-10	2	-8	2	-0.8	11	5
> Cn1c(=O)c(=O)n(C)c2cc(S(=O)(=O)N3CCCCC3)ccc21
→ 7	-0.3	-9	-4	-5	1	0.6	-1	4
> Cc1c(C)c2cc(Cl)c(O)c(CN(C)C)c2oc1=O
→ 0	0.1	-2	2	-5	-2	0.6	-10	4
> CSc1ccccc1-c1nc(-c2ccncc2)no1
→ 3	-1.6	-8	-1	-5	-1	-1.9	-27	4
> O=c1oc2c3c4c(cc2c2c1CCC2)OCCN4CCC3
→ 0	-1.7	-13	-16	-7	-1	-2.2	-1	0
> COC(=O)c1sccc1NC(=O)c1c(-c2ccccc2)noc1C
→ -2	-1.6	-25	-16	-7	3	-3.6	-26	12
> NC(=O)NC(=O)CSc1nc(C2CCCCC2)n(-c2ccccc2)n1
→ -2	2.7	-15	-8	-8	3	-1.9	-2	9
> Cc1ccc(C)n1-c1ccc(-c2nnco2)cc1
→ nt	0.8	-1	-26	-4	-5	-0.2	nt	3
> N#C/C(=C\c1c[nH]c2ccc(Br)cc12)c1ccccn1
→ 11	1.6	-18	-17	-2	-10	1.2	38	13
> CCn1c(CC(=O)Nc2ccc(F)cc2)nnc1SCC(=O)N1CCOCC1
→ 0	0.0	-16	0	2	0	-0.1	-3	2
> CCN(CC)CCNC(=O)c1ccc(Cl)c(S(=O)(=O)Nc2ccccc2OC)c1
→ 8	0.1	-15	-32	-9	2	1.6	9	2

# The list itself, from the start:
# Fields – TAAR1 agonist	V1R ag counter	CHO parental Ca	CHRM1 antagonist	CHRM1 agonist	OXTR potentiate	OXTR ag	TAAR1 antag	M1 PAM
> Cc1cc(O)c(/C=N/Nc2cccc(Cl)c2)c(=O)o1
→ 14	0.4	-2	-4	-3	-6	0.2	-1	6
> COc1cccc(OCCOCCN(C)CCO)c1
→ 5	0.5	-13	-6	-3	2	0.9	8	6
> COc1ccc(O)c(C(=O)c2cnc3c(c2)c(=O)[nH]c(=O)n3C)c1
→ 3	-0.3	-10	2	-8	2	-0.8	11	5
> Cn1c(=O)c(=O)n(C)c2cc(S(=O)(=O)N3CCCCC3)ccc21
→ 7	-0.3	-9	-4	-5	1	0.6	-1	4
> Cc1c(C)c2cc(Cl)c(O)c(CN(C)C)c2oc1=O
→ 0	0.1	-2	2	-5	-2	0.6	-10	4
> CSc1ccccc1-c1nc(-c2ccncc2)no1
→ 3	-1.6	-8	-1	-5	-1	-1.9	-27	4
> O=c1oc2c3c4c(cc2c2c1CCC2)OCCN4CCC3
→ 0	-1.7	-13	-16	-7	-1	-2.2	-1	0
> COC(=O)c1sccc1NC(=O)c1c(-c2ccccc2)noc1C
→ -2	-1.6	-25	-16	-7	3	-3.6	-26	12
> NC(=O)NC(=O)CSc1nc(C2CCCCC2)n(-c2ccccc2)n1
→ -2	2.7	-15	-8	-8	3	-1.9	-2	9
> Cc1ccc(C)n1-c1ccc(-c2nnco2)cc1
→ nt	0.8	-1	-26	-4	-5	-0.2	nt	3
> N#C/C(=C\c1c[nH]c2ccc(Br)cc12)c1ccccn1
→ 11	1.6	-18	-17	-2	-10	1.2	38	13
> CCn1c(CC(=O)Nc2ccc(F)cc2)nnc1SCC(=O)N1CCOCC1
→ 0	0.0	-16	0	2	0	-0.1	-3	2
> CCN(CC)CCNC(=O)c1ccc(Cl)c(S(=O)(=O)Nc2ccccc2OC)c1
→ 8	0.1	-15	-32	-9	2	1.6	9	2
> CCC1CCCCN1CCCNC(=O)c1ccc2c(c1)N(Cc1ccc(F)cc1)C(=O)c1ccccc1S2=O (stereo not drawn)
→ 2	2.0	-11	71*	-7	-11	1.9	3	-22
> CC1CCCC(C)N1C(=O)COc1ccc(C(=O)Nc2ccccc2N2CCOCC2)cc1 (stereo not drawn)
→ 7	0.4	-14	34*	-2	-15	-1.0	13	6
> CC(C)c1ccc(Oc2cccc3c2S(=O)(=O)N(C2CCCC2)CC(COCc2ccccc2)O3)cc1 (stereo not drawn)
→ 5	nt	nt	-23	0	nt	nt	-47	15
> CCOC(=O)CNc1cccc(C(F)(F)F)c1
→ 0	0.1	-9	5	-3	-1	0.0	-9	2
> O=C(Nc1ccon1)c1sc2cc(F)ccc2c1Cl
→ 17	-1.3	8	-37	-3	-10	-1.5	5	3
> CC(=O)c1cnn(-c2c(Cl)cc(Cl)cc2Cl)c1C
→ -2	-0.8	-6	-2	-4	-3	-1.6	4	3
> CC(=O)N1c2ccc(S(=O)(=O)N3CCCC(C(=O)Nc4cccc(F)c4)C3)cc2CC1C (stereo not drawn)
→ 8	6.7	-6	-10	0	-6	8.5	10	7
> CC(C)NC(=O)N(C)C[C@H]1Oc2c(NC(=O)Nc3ccccc3)cccc2C(=O)N([C@H](C)CO)C[C@@H]1C
→ 10	-0.2	-8	-3	-1	-6	-0.1	28	5
> CCC1C/C(=C\c2cccnc2)C(=O)/C(=C/c2cccnc2)C1 (stereo not drawn)
→ 8	nt	nt	-2	-3	nt	nt	-21	10
> Cc1ccc(S(=O)(=O)CC2CSc3nc(N)cc(=O)n32)cc1 (stereo not drawn)
→ 0	0.0	-14	-5	-4	3	0.0	13	3
> O=c1cc(NCc2ccccc2)nc2ccccn12
→ 4	0.9	-23	-5	-4	-12	-0.1	-24	11
> Cc1ccc2c(c1)N(C(=O)CCC(=O)NCc1cccnc1)CCO2
→ 1	-0.1	8	1	-5	-2	-0.1	-7	1
> CN(CC(=O)Nc1ccc(Cl)c(C(F)(F)F)c1)C(=O)Cc1ccsc1
→ 20	9.9	11	2	0	-14	11	40	2
> CC(C)=CCC[C@](C)(O[C@@H]1O[C@H](CO[C@@H]2OC[C@H](O[C@@H]3OC[C@@H](O)[C@H](O)[C@H]3O)[C@H](O)[C@H]2O)[C@@H](O)[C@H](O)[C@H]1O)C1CC[C@]2(C)C1[C@H](O)CC1[C@@]3(C)CC[C@H](O)C(C)(C)C3[C@@H](O)C[C@]12C (stereo partly drawn)
→ -1	1.9	-6	-7	-2	7	2.6	4	7
> O=C(O)c1ccc2c(c1)C(=O)N(c1ccc(C(=O)OCC(=O)c3ccccc3)cc1)C2=O
→ -1	2.0	2	-16	-1	-2	0.7	-27	14
> Cc1ccc2nc(NC3=NC4(CCCC4)C4=C(CCCC4=O)N3)oc2c1
→ 3	nt	nt	0	-3	nt	nt	27	-6
> O=C(O)c1ccc(CNCc2cccc(OCc3ccc(F)cc3)c2)cc1
→ 4	-0.1	-7	-2	-2	-2	1.3	3	7
> Cc1sc(NC(=O)c2ccco2)c(C(Nc2ccccn2)c2ccccc2)c1C (stereo not drawn)
→ 1	-0.7	-40	9	-7	-7	-1.5	-15	-8
> Cc1ccc(S(=O)(=O)N2CCN(C(=O)N(C)C)CC2)cc1C
→ 9	0.6	-13	-8	-3	1	0.8	4	6
> Cc1ccc(N(CN2CCCC2=O)C(=O)c2ccc(OC(C)C)cc2)cc1
→ 19	-1.5	-15	-14	-3	-2	-0.6	-19	14
> OCCC1CN(Cc2cccc(OC3CCCC3)c2)CCN1Cc1ccsc1 (stereo not drawn)
→ 2	3.1	-14	8	-6	-25	1.1	-4	-6
> CC(C)(C)N1C(=O)[C@H]2[C@@H](c3ccc(Br)cc3)N3C(=O)N(c4cccc(Br)c4)C(=O)[C@@]3(Cc3ccccc3)[C@H]2C1=O
→ nt	1.4	-11	8	0	0	2.2	nt	1
> C[C@@H]1CN([C@H](C)CO)C(=O)CCCn2nncc2CO[C@H]1CN(C)C(=O)Nc1ccnc(N2CCOCC2)c1
→ 1	nt	nt	-2	-3	nt	nt	6	2
> CC(=O)c1ccc(S(=O)(=O)NC2CC(=O)N(c3cccc(F)c3)C2)cc1 (stereo not drawn)
→ 1	-0.3	-19	0	-1	-2	2.3	-6	5
> Cc1cc(=O)[nH]c(SCC(=O)Nc2ccccc2[N+](=O)[O-])n1
→ 2	0.3	8	-11	0	-1	-0.5	-19	10
> COc1ccc(NC(=S)N(CCN(C)C)Cc2cccs2)cc1
→ 0	0.4	14	9	-8	-6	1.2	4	-3
> CC1(C(=O)NS(=O)(=O)c2ccc(C#N)cc2)CCN1C(=O)C1(c2ccc(Cl)cc2)CC1 (stereo not drawn)
→ 0	nt	nt	-12	0	nt	nt	-14	10
> COc1ccc(C(=O)Nc2cc(OC)cc3cccnc23)cc1
→ 1	0.5	-18	-6	-5	-14	-1.4	-1	4
> COc1cccc2sc(Nc3nc(-c4ccncc4)cs3)nc12
→ 0	-1.2	6	-5	-3	-9	-1.8	5	2
> CCCS(=O)(=O)NC(=O)C1(C)CCCN(C(=O)c2ccccc2C(F)(F)F)C1 (stereo not drawn)
→ 2	nt	nt	-16	0	nt	nt	-25	11
> CCCC(=O)Nc1ccc(Cl)c(NC(=O)c2ccc([N+](=O)[O-])cc2Cl)c1
→ 1	0.7	-3	1	-8	-2	-0.1	1	-5
> COc1cc(Cc2ccc(N)c(OC)c2)ccc1N
→ 4	2.8	-11	-8	-4	-11	0.8	-18	8
> N#Cc1ccc(CSc2nnc(Nc3ccccc3)s2)cc1
→ 18	2.5	18	-16	-3	-20	-2.1	34	-6
> O=C(Nc1ccccc1)c1nc[nH]c1C(=O)NCc1ccccc1
→ 4	-0.3	3	-5	-3	2	0.2	-24	8
> Cc1cccc(N2CCN(Cc3cc(=O)n4ccsc4n3)CC2)c1C
→ -5	1.0	-22	-5	-2	-5	1.8	-8	9

# Compound activity: PubChem, The Scripps Research Institute Molecular Screening Center
